NPYLR7 ag: mosquito NPYLR7 agonism; activation, % at 10 µM; HEK293T NPYLR7/Galpha15, GCaMP6s calcium fluorescence; 0.15% of 270,000 active; in the data active means activation above about 40%;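 further: 0% = vehicle and 100% = reference agonist at the receptor; some compounds past the cut are filed as inactive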
hcGAS inh: human cGAS inhibition; 0.081% of 290,000 active; AID 1259398; inhibition, % at 12.5 µM; Q8N884; recombinant h-cGAS, ATP depletion, Kinase-Glo luminescence;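 further: 0% = vehicle reaction and 100% = reaction without DNA for no activity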
Target sequence (Q8N884 whole entry, looked up): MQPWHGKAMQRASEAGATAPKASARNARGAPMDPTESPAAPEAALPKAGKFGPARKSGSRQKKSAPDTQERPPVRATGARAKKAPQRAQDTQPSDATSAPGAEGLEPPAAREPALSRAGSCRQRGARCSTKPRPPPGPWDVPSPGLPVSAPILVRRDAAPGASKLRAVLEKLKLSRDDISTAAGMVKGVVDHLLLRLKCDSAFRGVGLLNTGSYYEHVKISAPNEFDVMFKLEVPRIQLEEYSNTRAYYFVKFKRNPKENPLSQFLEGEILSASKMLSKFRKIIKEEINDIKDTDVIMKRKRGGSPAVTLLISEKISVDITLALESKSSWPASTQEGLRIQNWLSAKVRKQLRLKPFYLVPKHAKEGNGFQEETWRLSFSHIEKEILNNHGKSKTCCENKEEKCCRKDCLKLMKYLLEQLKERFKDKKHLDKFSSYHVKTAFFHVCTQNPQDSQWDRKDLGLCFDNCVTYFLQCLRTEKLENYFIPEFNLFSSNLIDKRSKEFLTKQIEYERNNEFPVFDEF
mcGAS lum: mouse cGAS inhibition by luminescence; recombinant cGAS, Kinase-Glo ATP depletion luminescence; inhibition, % at 12.5 µM; 0.15% of 160,000 active;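 further: 0% = negative control wells and 100% = reference inhibitor with no enzyme activity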
An asterisk follows results filed as active; x = no result given; & = joins results of further samples. Unless noted, no stated cut-off is given here; in the data, active means inhibition above about 40%; inactive means the rest.

#1 COc1ccc(-c2csc(NC(=O)CN3CC(C)CC(C)C3)n2)c(OC)c1 (stereo unspecified)
#2 CCO[C@H]1COC[C@@H]1NC(=O)c1cc2ccccc2s1
#3 N#CC1(NCCNC2(C#N)CCCCC2)CCCCC1
#4 CC(NC(=O)c1cccc(OCc2cscn2)c1)c1ccc(Cl)cc1 (stereo unspecified)
#5 O=C(NCC1CCOC1)Nc1cccc(-c2cccs2)c1 (stereo unspecified)
#6 CN1C(=O)NC(C)(C2CCCN(Cc3ccn(C)c(=O)c3)C2)C1=O (stereo unspecified)

Compound	1	2	3	4	5	6
NPYLR7 ag	10	-5	4	1	4	5
mcGAS lum	x	x	x	x	x	x
hcGAS inh	-7	-2	-4	-9	-2	-8

#7 Cc1ccc(/C=N\NC(=O)CNC(=O)c2ccc(C)c([N+](=O)[O-])c2)o1
#8 CCCc1nnc(NC(=O)CN2CCCC2c2c(C)noc2C)s1 (stereo unspecified)
#9 O=C(C1CC2CCC1C2)N1CCN(S(=O)(=O)c2cccc(F)c2)CC1 (stereo unspecified)
#10 CCN1C(=O)N(Cc2cccc(OC)c2)C(=O)C12CCN(Cc1cn[nH]c1-c1ccc(F)cc1)CC2
#11 O=C(c1ccccc1-n1cccc1)N1CCC(c2ccc(F)cc2)CC1
#12 CCOC(=O)c1[nH]c2c([N+](=O)[O-])cc(C)cc2c1CCN1C(=O)c2ccccc2C1=O

Compound	7	8	9	10	11	12
NPYLR7 ag	12	9	9&2	13	-15	4
mcGAS lum	-4	x	-20	-3	x	-7
hcGAS inh	-3	-4	-4&-11	11	-2	4

#13 COc1ccc(-n2c(C)c(C)n3c4c(=O)n(CC(C)=O)c(=O)n(C)c4nc23)c(OC)c1
#14 CC(C)Sc1nc(N2CCCC2)c2cnn(CCNC(=O)Cc3ccc(F)cc3)c2n1
#15 Cc1csc(=O)n1CCCC(=O)Nc1nc2c(F)cc(F)cc2s1
#16 Cc1nc(S(=O)(=O)N2C[C@@H]3[C@H](C2)[C@H]2CC[C@@H]3O2)cn1C
#17 Cc1csc(CCCNC(=O)[C@@]2(C)CC[C@@H](C(=O)N(C)C)C2(C)C)n1
#18 Cc1cc(NCC2CCCO2)n2nc(C)c(-c3ccc(Cl)cc3)c2n1 (stereo unspecified)

Compound	13	14	15	16	17	18
NPYLR7 ag	17	4	1	21	x	-6
mcGAS lum	x	-7	-13	-15	-8	1
hcGAS inh	-6	-1	-6	-5	-14	0

#19 Cc1noc(C)c1S(=O)(=O)N1CCCC(C(=O)c2ccc3ccccc3c2)C1 (stereo unspecified)
#20 CN1CCC(CNC(=O)c2cc(COc3cccc(C(F)(F)F)c3)[nH]n2)C1 (stereo unspecified)
#21 CCCCn1c(N)c(N(C)C(=O)c2ccc(Br)cc2)c(=O)[nH]c1=O
#22 CC(C)(C)c1cc(NC(=O)CCCOc2ccccc2)n(-c2ccccc2)n1
#23 Cc1ccc2[nH]c(C(=O)O)c(CN3CCN4CCN(C)C(=O)C4C3)c2c1 (stereo unspecified)
#24 Cc1ccc(C(=O)N2CCN(CCCOC(c3ccc(Cl)cc3)c3ccc(Cl)cc3)CC2)cc1C

Compound	19	20	21	22	23	24
NPYLR7 ag	0	0	12	2	-2&-1	0
mcGAS lum	-5	-2	x	-8	x	-6
hcGAS inh	-5	2	-7	-7	2&-10	-4

#25 COc1ccc(CC(=O)N2CCC(C(=O)NCCNC(=O)c3ccccc3)CC2)cc1
#26 O=C1c2nc(-c3cccnc3)ccc2CN1C1(C(=O)NCCN2CCOCC2)CC1
#27 CC1NC(=S)N(CC2(N3CCOCC3)CCCCC2)C1=O (stereo unspecified)
#28 C=CCn1c(SCc2ccc(C(=O)N3CCOCC3)cc2)nnc1-c1cccc(OC)c1
#29 CCc1nn2c(N3CCN(C)CC3)cc(C)nc2c1-c1ccccc1
#30 CCCC1CCC(c2nc(-c3cccnc3)no2)CC1 (stereo unspecified)

Compound	25	26	27	28	29	30
NPYLR7 ag	18	7	-2	15	2	-7
mcGAS lum	-10	-7	-3	-6	-5	-3
hcGAS inh	-6	-5	-3	-8	-4	-5

#31 Cc1cc(-c2c(-c3ccccc3)ncn2CCO)c(C)n1Cc1cccnc1
#32 CCCCN(CC(=O)N1c2ccccc2-n2cccc2C1c1ccc(F)cc1)C(=O)c1ccc(Cl)c(Cl)c1 (stereo unspecified)
#33 CC(C)CCc1noc(CSCC(C)CO)n1 (stereo unspecified)
#34 COC(=O)C1CCN(C(=O)Cc2cc(-c3cc4ccccc4o3)on2)CC1
#35 COc1cccc(-c2cc(C(=O)N3CCOCC3)n3nc(-c4ccccc4)cc3n2)c1
#36 CN1CCN(c2cc(C(F)(F)F)nc(SCc3ccc(C(=O)NCCc4ccccn4)cc3)n2)CC1

Compound	31	32	33	34	35	36
NPYLR7 ag	0	-1	1	3	0	3
mcGAS lum	-18	2	x	-8	-7	-5
hcGAS inh	-4	2	-13	-3	-5	-2

#37 COC(=O)c1ccoc1CN(C)CC(=O)Nc1ccc(Cl)cc1
#38 Cc1ccc(C(C)C)c(OCCNCCN2CCOCC2)c1
#39 COc1ccc(NC(=S)NCC(c2ccccc2)N(C)C)cc1 (stereo unspecified)
#40 CO[C@H]1CN(C2Cc3ccccc3C2)[C@@H]2CC[C@@H](OC)[C@@H]1C2
#41 Cc1nc2cc(C(=O)NCCS(=O)(=O)N(C)C)ccc2s1
#42 O=[N+]([O-])c1ccc2[nH]c(=S)oc2c1

Compound	37	38	39	40	41	42
NPYLR7 ag	7	x	0	27	2	6
mcGAS lum	x	-8	x	-8	x	5
hcGAS inh	-5	-11	-1	-5	-3	10

An excerpt from above in order of number of heavy atoms, descending:
#32 CCCCN(CC(=O)N1c2ccccc2-n2cccc2C1c1ccc(F)cc1)C(=O)c1ccc(Cl)c(Cl)c1 (stereo unspecified)
#36 CN1CCN(c2cc(C(F)(F)F)nc(SCc3ccc(C(=O)NCCc4ccccn4)cc3)n2)CC1
#28 C=CCn1c(SCc2ccc(C(=O)N3CCOCC3)cc2)nnc1-c1cccc(OC)c1
#35 COc1cccc(-c2cc(C(=O)N3CCOCC3)n3nc(-c4ccccc4)cc3n2)c1
#26 O=C1c2nc(-c3cccnc3)ccc2CN1C1(C(=O)NCCN2CCOCC2)CC1
#31 Cc1cc(-c2c(-c3ccccc3)ncn2CCO)c(C)n1Cc1cccnc1
#34 COC(=O)C1CCN(C(=O)Cc2cc(-c3cc4ccccc4o3)on2)CC1
#29 CCc1nn2c(N3CCN(C)CC3)cc(C)nc2c1-c1ccccc1

Compound	32	36	28	35	26	31	34	29
NPYLR7 ag	-1	3	15	0	7	0	3	2
mcGAS lum	2	-5	-6	-7	-7	-18	-8	-5
hcGAS inh	2	-2	-8	-5	-5	-4	-3	-4

#39 COc1ccc(NC(=S)NCC(c2ccccc2)N(C)C)cc1 (stereo unspecified)
#38 Cc1ccc(C(C)C)c(OCCNCCN2CCOCC2)c1
#27 CC1NC(=S)N(CC2(N3CCOCC3)CCCCC2)C1=O (stereo unspecified)
#30 CCCC1CCC(c2nc(-c3cccnc3)no2)CC1 (stereo unspecified)
#33 CC(C)CCc1noc(CSCC(C)CO)n1 (stereo unspecified)
#42 O=[N+]([O-])c1ccc2[nH]c(=S)oc2c1

Compound	39	38	27	30	33	42
NPYLR7 ag	0	x	-2	-7	1	6
mcGAS lum	x	-8	-3	-3	x	5
hcGAS inh	-1	-11	-3	-5	-13	10

The list continues:
#43 Cc1nc(CN(C)Cc2cnc(-c3cccc4ccccc34)nc2)no1
#44 CCc1cc(C(=O)Nc2ccccc2C(=O)N(C)c2ccccc2)on1
#45 Cc1c(C(=O)N2CCN(C(=O)NC34CC5CC(CC(C5)C3)C4)CC2)cc(-c2ccc(F)cc2)n1-c1ccccc1
#46 CN1CCC(Cc2noc(-c3cccc4c3OCC4)n2)CC1
#47 CC(c1ccon1)N(C)C(=O)C1(Oc2ccc(Cl)cc2)CCNCC1 (stereo unspecified)
#48 CC(=O)O[C@]1(C(C)=O)CC[C@H]2[C@@H]3C=C(C)C4=CC(=O)CC[C@@H]4[C@H]3CC[C@@]21C

Compound	43	44	45	46	47	48
NPYLR7 ag	3	0	-7	0	-1	-2
mcGAS lum	-4	x	-4	-19	-19	x
hcGAS inh	-5	-4	-10	-4	-9	-3

#49 Nc1ccc(N2CCOCC2)cc1
#50 O=S(=O)(Nc1cccc(F)c1)c1cccs1
#51 Cc1ccc(Cl)cc1Nc1ncccc1C(=O)NCCc1ccc(F)cc1
#52 O=C(Cn1nc2c(c1NC(=O)COc1ccccc1)CSC2)NCC1CCCO1 (stereo unspecified)
#53 Cc1cc(C)c2oc(-c3ccc(NC(=O)c4cccc([N+](=O)[O-])c4)cc3)nc2c1
#54 CCOc1ccc(-n2ccnc(NCC(C)c3ccccc3)c2=O)cc1 (stereo unspecified)
#55 CCC(CC)CC(=O)N(C)[C@@H]1CS(=O)(=O)C[C@H]1O
#56 Cc1ccc2nc(/C=C/c3cnc(N4CCCC4)nc3)cc(C(=O)O)c2c1

Compound	49	50	51	52	53	54	55	56
NPYLR7 ag	10	-1	8	-6	0	-2	7	20
mcGAS lum	-10	x	-4	-4	-5	-1	-15	-16
hcGAS inh	-10	1	-5	-6	-8	2	-6	-7

Assay outcomes deposited in PubChem BioAssay by Fisher Drug Discovery Resource Center.
